# High-throughput results: PubChem, National Center for Advancing Translational Sciences (NCATS)
# POLI inh = inhibitors of human DNA polymerase iota; actives 1% (n = 390,000); Q9UNA4; Pol iota fluorescent replication assay, 10 min; AID 588590; Potency, µM (highest dose often 115 µM), for inactives: at the highest dose activity, negative = inhibition, actives largely listed as inhibitors
#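 Pol iota at 10 nM preincubated 15 min with compounds at room temperature; reaction started with fluorescent substrate, 50 nM final. Fluorescence read kinetically at 0 and 10 min; buffer-only wells as negative control.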
# POLB inh = blocks human DNA polymerase beta activity; P06746; Pol beta primer extension/strand displacement, fluorescence kinetic; Potency, µM (highest dose often 114 µM), for inactives: at the highest dose activity change, negative = inhibition, actives largely listed as inhibitors; actives 1.3% (n = 340,000); also: % is scaled to controls: 0 for no effect and ±100 for the full control effect
#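 Pol beta (10 nM) and compounds were preincubated 15 min at room temperature, then 50 nM substrate (final) started primer extension/strand displacement. Reads were taken at 0 and 10 min; concentration-response data were fitted to a four-parameter Hill equation.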
# APEX1 inh = APE1 (human) endonuclease inhibition; recombinant APE1, TAMRA/BHQ-2 abasic DNA cleavage fluorescence; Potency, µM (doses to about 65.8 µM), without a hit: top-dose activity change, negative = inhibition, most hits filed as inhibitors; P27695; actives 0.35% (n = 350,000); AID 2517;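 also: plate controls were vehicle for no effect and reference inhibitor for full effect; nearly all actives have a fitted effect of over 55% in size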
#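 Activity was derived from the fluorescence gain between first and third kinetic reads (60 s intervals, ex 525/em 598 nm) after 50 nM THF-abasic TAMRA/BHQ-2 duplex was added to 0.75 nM APE1 preincubated 15 min with compound.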
# BLM helicase inh = blocks DNA unwinding by human BLM helicase | recombinant BLM DNA unwinding, fluorescence dequenching | Potency, µM (doses to about 56.1 µM), for inactives: top-dose activity change, negative = inhibition, actives largely listed as inhibitors | actives 0.2% (n = 350,000) | AID 2528;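 also: plate controls were vehicle for no effect and no enzyme for full effect; nearly all actives have a fitted effect of over 35% in size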
# Anesthetic bind = binds horse apoferritin like a general anesthetic | actives 0.074% (n = 350,000) | apoferritin/1-aminoanthracene competitive binding, fluorescence | Potency, µM (highest dose often 77.5 µM), inactives show at the top dose activity change, negative = displacement, actives largely listed as inhibitors | AID 485281 | P02791; also: % is scaled to controls: 0 for no effect and ±100 for the full control effect; nearly all actives have a fitted effect of over 20% in size
# Target sequence (P02791 2-175 limits assumed): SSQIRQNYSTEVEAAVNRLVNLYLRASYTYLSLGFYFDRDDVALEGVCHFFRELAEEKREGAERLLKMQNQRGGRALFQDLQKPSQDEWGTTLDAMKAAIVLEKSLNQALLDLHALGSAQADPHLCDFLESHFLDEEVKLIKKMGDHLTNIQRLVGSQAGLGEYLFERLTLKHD
#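 10 uM apoferritin + 50% sat. 1-AMA, PBS; cpd 10 min RT; Ex380/Em535 endpoint; normalized to free probe vs complex; 4-param Hill fit; propofol titration as pos. ctrl.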
# BAZ2B inh = inhibitors of human BAZ2B bromodomain. Q9UIF8. AlphaScreen BAZ2B-H3K14Ac peptide displacement. Potency, µM (series often up to 114 µM), inactives show top-dose activity change, negative = inhibition, most hits filed as inhibitors. actives 4.4% (n = 360,000); also: % is scaled to controls: 0 for no effect and ±100 for the full control effect; nearly all actives have a fitted effect of over 60% in size
#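 Protein-peptide AlphaScreen: BAZ2B 50 nM, b-H3K14Ac 50 nM, 1x PBS pH 7.4 + 0.01% Tween-20. Preincubation 30 min RT; cpd 30 min RT (top 110 uM); beads 20 min RT, light-protected.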
# Pol kappa inh = blocks human DNA polymerase kappa activity; actives 0.53% (n = 400,000); AID 588579; Q9UBT6; purified Pol kappa, fluorescent DNA synthesis assay, 10 min; Potency, µM (highest dose often 107 µM), inactives show top-dose activity, negative = inhibition, usual class: inhibitors; also: % is scaled to controls: 0 for no effect and ±100 for the full control effect
# Target sequence (Q9UBT6 whole entry, looked up): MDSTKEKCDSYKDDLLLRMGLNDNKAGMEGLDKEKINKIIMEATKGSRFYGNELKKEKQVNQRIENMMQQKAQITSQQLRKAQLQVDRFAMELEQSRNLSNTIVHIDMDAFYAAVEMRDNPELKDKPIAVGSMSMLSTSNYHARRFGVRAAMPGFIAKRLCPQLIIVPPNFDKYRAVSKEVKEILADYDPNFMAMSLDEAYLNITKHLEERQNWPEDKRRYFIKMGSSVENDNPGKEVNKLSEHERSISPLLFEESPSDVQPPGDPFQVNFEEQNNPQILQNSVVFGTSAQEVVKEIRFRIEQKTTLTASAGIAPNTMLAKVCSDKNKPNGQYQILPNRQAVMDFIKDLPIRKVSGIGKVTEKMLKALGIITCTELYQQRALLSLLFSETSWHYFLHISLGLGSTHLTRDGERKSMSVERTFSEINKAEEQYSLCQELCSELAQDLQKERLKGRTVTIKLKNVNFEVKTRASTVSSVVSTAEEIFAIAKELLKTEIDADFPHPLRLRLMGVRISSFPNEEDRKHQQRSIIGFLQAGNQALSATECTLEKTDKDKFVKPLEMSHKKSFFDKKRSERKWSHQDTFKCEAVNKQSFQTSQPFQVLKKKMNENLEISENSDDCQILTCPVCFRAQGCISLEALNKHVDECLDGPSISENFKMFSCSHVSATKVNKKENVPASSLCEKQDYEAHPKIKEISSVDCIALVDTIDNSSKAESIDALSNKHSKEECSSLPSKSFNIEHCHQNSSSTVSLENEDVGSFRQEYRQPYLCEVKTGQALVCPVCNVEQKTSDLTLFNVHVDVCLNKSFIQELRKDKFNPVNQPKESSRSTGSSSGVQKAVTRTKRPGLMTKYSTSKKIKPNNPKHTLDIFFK
#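 Activity was followed as the change in fluorescence between reads at 0 and 10 min after starting the reaction with 50 nM substrate. Beforehand, 10 nM polymerase had been preincubated with compound for 15 min at room temperature.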
# G9a inh = blocks human histone lysine methyltransferase G9a | Potency, µM (series often up to 102 µM), inactives show top-dose activity, negative = inhibition, actives largely listed as inhibitors | actives 8.8% (n = 350,000) | G9a H3K9 monomethylation, AlphaScreen, 2 h | Q96KQ7; also: % is scaled to controls: 0 for no effect and ±100 for the full control effect; nearly all actives have a fitted effect of over 75% in size
#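 Quantitative HTS format: methyltransferase activity on a biotin-tagged H3K9 peptide is measured by AlphaScreen, using a rabbit anti-monomethyl-H3K9 antibody with streptavidin donor and anti-IgG acceptor beads. Final levels are 20 nM enzyme, 500 nM peptide, 20 uM SAM; 2 h RT.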
# Pol eta inh = blocks human DNA polymerase eta activity. AID 588591. Q9Y253. actives 1.2% (n = 390,000). Potency, µM (top dose mostly 114 µM), for inactives: at the highest dose activity change, negative = inhibition, most hits filed as inhibitors. recombinant Pol eta, fluorescent DNA replication assay; also: % is scaled to controls: 0 for no effect and ±100 for the full control effect
#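 Pol eta at 10 nM preincubated with compounds 15 min at room temperature; reaction started with fluorescent substrate (50 nM final) and read kinetically at 0 and 10 min.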
# Numbers without * were called inactive; ? = inconclusive; . = no result given; [ ] = dose if it differs, or a comment. Calls follow the shape of the dose curve; as a rule, active = well fitted curve in the direction sought with a large enough effect; inconclusive = small, poorly fitted or top-dose-only effect, or another doubt; inactive = no such curve, though single readings can be large; an effect the other way counts as inactive or inconclusive. Potency is read from the fitted curve at half-maximal effect.
SMILES,POLI inh,POLB inh,APEX1 inh,BLM helicase inh,Anesthetic bind,BAZ2B inh,Pol kappa inh,G9a inh,Pol eta inh
CCOc1cc(-c2nc(-c3ccc(-c4ccc(OC)cc4)nc3OC)no2)cc(OCC)c1OCC,25%,2%,.,0%,-11%,1%,0%,5%[59 µM],-14%
CCOc1ccc(/C=N/n2nnnc2N)cc1OCC,41%[activator],30%,23%,-1%,-5%,-16%,8%,3%,-13%
COc1cc(NC(=O)c2cccc(C)c2)c(OC)cc1NC(=O)CN1CCOCC1,19%,2%,0%,-6%,5%,-26%,-18%,-41%,-13%
O=C(N=C1SC2CS(=O)(=O)CC2N1c1ccccc1F)C1CCCCC1 (stereo unspecified),-1%,?,-1%,-1%,-7%,-3%,-6%,5%,-10%
Cc1nn(C)c(C(=O)NN)c1Cl,74%[activator],-2%,-3%,1%,2%,-15%,-7%,6%,-13%
CCOc1ccc(Cc2nnc(SCC(=O)Nc3c(C)cccc3C)[nH]c2=O)cc1,-26%,.,3%,.,.,-1%,-11%,3%,-4%
CC(=O)Nc1ccc(-c2cc(N)n(-c3ccccc3)n2)cc1,48%[activator],1%,-3%,-2%,-2%,-34%,3%,-5%[12.7 µM],-9%
CCOc1ccc(C2CC(=O)c3c([nH]c(C(=O)OCc4ccccc4)c3C)C2)cc1 (stereo unspecified),-16%,-16%,.,-5%,-1%,-5%,0%,0%[59 µM],-1%
CCCCNC(=O)Cn1nc(Cc2ccncc2)c2ccccc2c1=O,-8%,16%,46%,0%,-13%,-11%,-4%,-10%,-10%
O=C(CN1CCC(C(=O)c2ccc3c(c2)OCCO3)CC1)NCc1ccc(F)cc1,41%[activator],0%,55%[activator],-4%,4%,-25%,-5%,1%,-21%
c1cncc(-c2nnc(SCc3cccc4ccccc34)o2)c1,2%,16%,-1%,5%,?,-1%,1%,8%,-9%
Cc1ccc(Cl)cc1N1CCN(S(=O)(=O)c2ccc3c(c2)CCN3C(=O)C2CCC2)CC1,-1%,26%,.,-2%,-8%,.,6%,-5%[59 µM],-15%

# Part of the list above, as tab-separated lines:
compound	POLI inh	POLB inh	APEX1 inh	BLM helicase inh	Anesthetic bind	BAZ2B inh	Pol kappa inh	G9a inh	Pol eta inh
Cc1nn(C)c(C(=O)NN)c1Cl	74%[activator]	-2%	-3%	1%	2%	-15%	-7%	6%	-13%
CCOc1ccc(Cc2nnc(SCC(=O)Nc3c(C)cccc3C)[nH]c2=O)cc1	-26%	.	3%	.	.	-1%	-11%	3%	-4%
CC(=O)Nc1ccc(-c2cc(N)n(-c3ccccc3)n2)cc1	48%[activator]	1%	-3%	-2%	-2%	-34%	3%	-5%[12.7 µM]	-9%
CCOc1ccc(C2CC(=O)c3c([nH]c(C(=O)OCc4ccccc4)c3C)C2)cc1 (stereo unspecified)	-16%	-16%	.	-5%	-1%	-5%	0%	0%[59 µM]	-1%
CCCCNC(=O)Cn1nc(Cc2ccncc2)c2ccccc2c1=O	-8%	16%	46%	0%	-13%	-11%	-4%	-10%	-10%

# Next structures:
SMILES,POLI inh,POLB inh,APEX1 inh,BLM helicase inh,Anesthetic bind,BAZ2B inh,Pol kappa inh,G9a inh,Pol eta inh
COc1ccccc1CN1CN(S(=O)(=O)c2ccccc2)c2nc3ccccc3nc21,-23%,-28%,-3%,-8%,-7%,-6%,-16%,32µM*,-16%
Cc1ccc(S(=O)(=O)N2CCC(C(N)=O)CC2)cc1C(=O)NC1CCCCC1,33%[activator],.,-12%,.,.,-4%,4%,3%,14%
CCOc1ccc(N2C(=O)C(CC(=O)Nc3ccccc3)N(Cc3ccccn3)C2=S)cc1 (stereo unspecified),-6%,9%,-10%,-12%,-21%,-24%,10%,?,-26%
FC(F)C(F)(F)C(F)(F)C(F)(F)c1cc(-c2ccccc2)n[nH]1,20%,?,0%,-20%,14µM*,4%,-16%,-4%[12.7 µM],-22%
CC(=O)NCCNC(=O)c1ccc2c(=O)n(CCc3ccccc3)c(=O)[nH]c2c1,11%,22%,.,-7%,2%,2%,-1%,3%[59 µM],-15%
CN1CCCC1CCNc1ccc2c(=O)c3ccccc3oc2c1 (stereo unspecified),-13%,30%,-19%,61%[activator],.,9%,-18%,.,-17%
COc1ccc(C(=O)NCc2nnc(SCC(=O)N3CCc4ccccc43)n2Cc2ccccc2)cc1,14%,55%,19%,-7%,-5%,1%,-3%,-11%[59 µM],0%
NS(=O)(=O)c1ccc(NC(=O)c2ccc(S(=O)(=O)N3CCCCCC3)cc2)cc1,81%[activator],.,18%,.,.,.,-6%,.,?
O=C1CCCN1c1ccc(S(=O)(=O)Nc2cccnc2)cc1,69%[activator],-19%,4%,-1%,-2%,-4%,-13%,-6%,-17%
Cc1c(Cl)cccc1NC(=S)NC1CCCC1,155%[activator],?,-16%,-5%,-3%,3%,-2%,.,-20%
CCOC(=O)c1c(NC(=O)CSc2nnc(-c3ccccc3)n2CC)sc(C(C)=O)c1C,15%,0%,-3%,2%,?,.,-6%,-10%[59 µM],-15%
Cc1cccc(-n2c(SCC(=O)Nc3nnc(C)s3)nnc2-c2ccoc2C)c1,0%,2%,-2%,-1%,-17%,9%,-2%,13%[59 µM],-2%
CCN(CC(=O)NCc1ccc(F)cc1)C(=O)c1ccc(C(=O)c2ccccc2)cc1,46%[activator],10%,19%,-1%,-11%,?,-1%,0%,-15%
COCCOC(=O)c1c(C)oc2ccc(OC(=O)c3ccc4c(c3)OCO4)cc12,-8%,5%,8%,-7%,-11%,12%,-8%,28%[59 µM],-15%
COc1ccc(C(C(=O)NCC2CCCO2)N(C(=O)CNC(=O)c2cccs2)c2ccccc2)cc1OC (stereo unspecified),29%,8%,-5%,1%,-4%,-6%,-15%,-4%,-19%
O=c1c(-c2ccc(Br)cc2)coc2c(CN3CCOCC3)c(O)ccc12,5%,-23%,-3%,-3%,-3%,-16%,-6%,4%[12.7 µM],-3%
Cc1ccc(/C=N/n2c(C)cc(C)c(C#N)c2=O)o1,2%,-1%,4%,1%,0%,-2%,-1%,3%[59 µM],-16%
Cc1cc(O)c(/C=N/Nc2ccc(F)cc2)c(=O)o1,7%,8%,1%,-1%,-9%,-33%,-14%,4.5µM*,5%
CCN1CCCC1CNC(=O)c1ccc(CS(=O)(=O)c2ccccc2C)o1 (stereo unspecified),-9%,3%,3%,3%,8%,17%,5%,-18%[59 µM],-9%
COc1ccccc1NC(=O)Nc1nc(CC(=O)Nc2cccc(F)c2)cs1,30%[activator],.,7%,.,.,-35%,-23%,40µM*,-12%
Fc1ccc(C2=CC(c3cccs3)n3nnnc3N2)cc1 (stereo unspecified),13%,1%,0%,0%,-3%,-1%,3%,-5%,-3%
Cc1ccnn1CCC(=O)N1CCCC(N2CCN(c3cccc(Cl)c3)CC2)C1 (stereo unspecified),34%[activator],0%,51%[activator],2%,-11%,-17%,7%,12%,-15%
COc1ccccc1NC(=O)N1CCC(NC(=O)C2CCCCC2)CC1,-7%,2%,31%,2%,-1%,1%,-16%,10%,1%
CCCC(=O)Nc1ccccc1NC(=O)CN(C)S(=O)(=O)c1ccccc1,22%,1%,7%,1%,2%,1%,-9%,13%[12.7 µM],-23%
COC(=O)[C@H](Cc1ccccc1)NC(=O)[C@@H](N)CC(=O)OCc1ccccc1,-16%,.,-3%,.,.,?,10%,5%[0.501 µM],-3%
Cc1cc(C)cc(C(=O)NCC(c2ccc(N(C)C)cc2)N2CCCC2)c1 (stereo unspecified),8%,29%,.,1%,4%,?,-8%[60.1 µM],?,-14%
COc1ccc(CN(CC(=O)NCC2CCCO2)C(=O)CCC(=O)Nc2cc(C)ccn2)cc1 (stereo unspecified),25%,14%,6%,-2%,-14%,.,-1%,14%[59 µM],-19%
N/C(=N\OC(=O)CCCc1ccccc1)c1ccc([N+](=O)[O-])cc1,45%[activator],-22%,2%,-9%,-17%,?,-7%,?,-21%
Cc1c(-c2ccccc2)n(-c2ccc(Cl)cc2)c2nc3c(c(=O)n(C)c(=O)n3C)n12,-12%,-23%,.,0%,0%,2%,4%[60.1 µM],7%[59 µM],-11%
Clc1ccc(Cn2cc(Br)cn2)cc1Cl,30%[activator],-10%,-1%,-4%,-14%,129%[activator],-6%,57%[activator][59 µM],-14%
CCCSc1nc(-n2ncc(C#N)c2N)c2c3c(sc2n1)CCC(C)C3 (stereo unspecified),3%,-1%,-7%,-13%,-9%,2%,-9%,6%[59 µM],-4%
COc1cccc(CNC(=O)C(=O)NCC2CCCN2S(=O)(=O)c2cc(C)ccc2C)c1 (stereo unspecified),17%,.,0%,.,.,1%,-20%,-2%,-18%
CN1CCN(C(=O)CSc2nc(-c3cccs3)cc(-c3cccs3)c2C#N)CC1,59%[activator],8%,?,0%,-1%,3%,-8%,40µM*,?
O=C(COC(=O)CNC(=O)c1cc(Cl)cc([N+](=O)[O-])c1)NC(=O)NCc1ccco1,-27%,.,-2%,.,.,.,-11%,.,?
O=C1N(Cc2cccnc2)C[C@@H]2C[C@@H](c3ccccc3C(F)(F)F)N3CCC[C@@]123,-6%,-4%,24%,-3%,-4%,-7%,3%,4%[59 µM],-3%
O=C(CCN1C(=O)c2ccccc2S1(=O)=O)Nc1nc2c(s1)CCCC2,43%[activator],20%,-5%,-6%,-23%,-29%,-5%,3%[12.7 µM],-14%
COCCCNC(=O)CN(c1cc(Cl)cc(Cl)c1)S(C)(=O)=O,15%,16%,10%,1%,6%,-1%,-13%,24%[59 µM],-12%
COc1ccc(NC(=O)CC2C(=O)N(c3cccc(OC)c3)C(=O)N2C2CCCCC2)cc1 (stereo unspecified),1%[58.9 µM],40%,26%,-7%,-20%,-10%,-11%,.,-10%
O=C(NCc1ccco1)c1cc([N+](=O)[O-])ccc1N1CCCCC1,28%,-1%,?,-5%,?,?,6%,?,-16%
O=[N+]([O-])c1cccc(N=NN(CCO)c2cccc([N+](=O)[O-])c2)c1,-1%,?,-5%,0%,-19%,-28%,-13%,?,0%

# A portion of the library (hit frequency here may not be typical).
